AmpC no deterg – AmpC beta-lactamase inhibition without detergent; Potency, µM (highest dose often 57.1 µM), without a hit: top-dose activity change, negative = inhibition, most hits filed as inhibitors; P00811; AID 485341; hit rate 0.52% among 330,000; AmpC nitrocefin hydrolysis, absorbance 480 nm, 0.0001% Triton;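 further: potency means the concentration at half of the fitted maximal effect; plate controls were no compound for no effect and no enzyme for full effect; nearly all actives have a fitted effect of over 20% in size; some results filed as inactive show a strong effect at the top dose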
Target sequence (P00811 whole entry, looked up): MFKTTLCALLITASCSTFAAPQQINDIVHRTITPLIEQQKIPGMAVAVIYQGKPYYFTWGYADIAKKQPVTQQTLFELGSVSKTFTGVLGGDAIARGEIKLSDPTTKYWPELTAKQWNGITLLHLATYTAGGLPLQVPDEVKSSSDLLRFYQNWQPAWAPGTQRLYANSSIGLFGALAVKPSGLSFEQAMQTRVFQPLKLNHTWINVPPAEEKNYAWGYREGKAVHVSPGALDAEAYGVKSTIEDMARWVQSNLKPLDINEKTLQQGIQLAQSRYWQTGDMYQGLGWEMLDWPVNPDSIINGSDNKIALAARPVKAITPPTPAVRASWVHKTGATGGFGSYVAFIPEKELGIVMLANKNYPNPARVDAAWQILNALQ
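AmpC (5.3 nM in the dispensed reagent) in 20 mM phosphate pH 7.0 with 0.01% (detergent screen) or 0.0001% Triton X-100 was preincubated with compounds for 15 min at room temperature. Nitrocefin was then added from an 800 uM solution, and hydrolysis was followed at 480 nm.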
Giardia FBPA inh – Giardia lamblia aldolase inhibition; purified Giardia FBPA; Potency, µM (top dose mostly 59.6 µM), without a hit: top-dose activity, negative = inhibition, actives largely listed as inhibitors; A8B2U2; hit rate 0.71% among 290,000; AID 2451; further: potency means the concentration at half of the fitted maximal effect; nearly all actives have a fitted effect of over 55% in size
Target sequence (A8B2U2 whole entry, looked up): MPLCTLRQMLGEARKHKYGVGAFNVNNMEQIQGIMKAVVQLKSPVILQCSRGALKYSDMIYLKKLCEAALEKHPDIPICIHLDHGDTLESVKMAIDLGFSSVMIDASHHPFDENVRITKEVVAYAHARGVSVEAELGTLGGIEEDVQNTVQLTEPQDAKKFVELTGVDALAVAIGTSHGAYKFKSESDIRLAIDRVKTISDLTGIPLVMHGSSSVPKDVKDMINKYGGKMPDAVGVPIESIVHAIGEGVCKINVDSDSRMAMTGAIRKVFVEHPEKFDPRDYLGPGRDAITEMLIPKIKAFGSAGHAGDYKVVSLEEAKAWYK
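Giardia FBPA (40 nM reagent) was preincubated 10 min at RT with compound (up to 57.5 uM final), then substrate plus GAPDH/TPI/NAD/arsenate coupling system with diaphorase/resazurin was added; resorufin fluorescence (525/598 nm) was read after 20 min.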
HCMV antiviral – human cytomegalovirus inhibition | AID 1259415 | HFF cells, HCMV-luciferase reporter, 72 h; active compounds read low | hit rate 4.5% among 410,000 | activity change, negative = inhibition, % at 57.5 µM; in the data active means activity change below about -60%; inconclusive means no clear call, values can overlap the other calls; inactive means above about -39%
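Inhibition of viral replication was scored as loss of reporter luminescence in HFFs infected with HCMV-luciferase (MOI 1 PFU/cell) for 72 h; compounds tested at 2 doses, normalized to buffer and Salinomycin controls.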
AmpC inh detg – AmpC beta-lactamase inhibition with detergent present. Potency, µM (doses to about 114 µM), for the others: at the highest dose activity change, negative = inhibition, usual class: inhibitors. P00811. AmpC hydrolysis of nitrocefin, absorbance 480 nm, 0.01% Triton. hit rate 0.041% among 370,000;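 further: potency means the concentration at half of the fitted maximal effect; 0% = no-compound wells and -100% = no-enzyme wells; nearly all actives have a fitted effect of over 25% in size; some results filed as inactive show a strong effect at the top dose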
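AmpC (5.3 nM in the dispensed reagent) in 20 mM phosphate pH 7.0 with 0.01% (detergent screen) or 0.0001% Triton X-100 was preincubated with compounds for 15 min at room temperature. Nitrocefin was then added from an 800 uM solution, and hydrolysis was followed at 480 nm.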
Sm TGR block – S. mansoni TGR enzyme inhibition; Potency, µM (titrated, usually from 114 µM), for the others: at the highest dose activity change, negative = inhibition, actives largely listed as inhibitors; AID 485364; Q962Y6; hit rate 3% among 360,000; purified TGR, DTNB reduction, TNB absorbance 405 nm; further: potency means the concentration at half of the fitted maximal effect; nearly all actives have a fitted effect of over 60% in size
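Kinetic colorimetric format: TGR-catalysed, NADPH-driven DTNB reduction monitored via TNB absorbance. Enzyme dispensed at 20 nM; compound exposure 15 min at room temperature before reaction start.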
AMA1-RON2 inh – disrupts binding of P. falciparum AMA1 to RON2; hit rate 0.2% among 360,000; AlphaScreen AMA1-biotinylated RON2 peptide binding; AID 720542; Potency, µM (doses to about 58.2 µM), for the others: at the highest dose activity change, negative = inhibition, hits mostly inhibitors;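 further: potency means the concentration at half of the fitted maximal effect; 0% = vehicle wells and -100% = peptide control; nearly all actives have a fitted effect of over 45% in size; some results filed as inactive show a strong effect at the top dose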
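AMA1 (3D7) with his tag at 25 nM final met compounds first, then biotinylated RON2 peptide at 25 nM; detection used donor plus acceptor beads, 10 µg/mL apiece, read by AlphaScreen after 30 min at room temperature.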
* = called active by the depositor; ? = inconclusive; . = not tested or not shown; [ ] = another dose, or the depositor's remark. Unless noted, the call rests on the fitted dose curve; in most records, active means well fitted curve in the direction sought with a large enough effect; inconclusive means small, poorly fitted or top-dose-only effect, or another doubt; inactive means no such curve, though single readings can be large; an effect the other way counts as inactive or inconclusive. Unless noted, on the % scale 0 is the no-effect control and ±100 the full control effect.

Preview:
SMILES | AmpC no deterg | Giardia FBPA inh | HCMV antiviral | AmpC inh detg | Sm TGR block | AMA1-RON2 inh
CC1(C)SC(=S)N(NC(=O)Nc2ccccc2)C1N(O)C(=O)Nc1cccc2ccccc12 (stereo not drawn) | -10% | -22% | ? | 9% | 2% | 30%
CN(C(=O)CSc1nnc(NCc2ccccc2)s1)C1CCS(=O)(=O)C1 (stereo not drawn) | -17%[11.4 µM] | 5% | 11 | ? | -18% | 3%
Cc1ccc(-c2csc3ncn(CC#N)c(=O)c23)cc1 | -27% | -10% | 25 | 2% | 3% | -6%
C/C(=N\NC(=S)NC1CCCCC1)c1cccs1 | -23%[2.29 µM] | 2% | -40 | 6% | 4% | 44%[activator]
Cc1nc(N)c(S(=O)(=O)c2ccccc2)c(Nc2ccc(Br)cc2)n1 | . | . | -34 | 2% | -2% | .

This part in full (from the top)
SMILES | AmpC no deterg | Giardia FBPA inh | HCMV antiviral | AmpC inh detg | Sm TGR block | AMA1-RON2 inh
CC1(C)SC(=S)N(NC(=O)Nc2ccccc2)C1N(O)C(=O)Nc1cccc2ccccc12 (stereo not drawn) | -10% | -22% | ? | 9% | 2% | 30%
CN(C(=O)CSc1nnc(NCc2ccccc2)s1)C1CCS(=O)(=O)C1 (stereo not drawn) | -17%[11.4 µM] | 5% | 11 | ? | -18% | 3%
Cc1ccc(-c2csc3ncn(CC#N)c(=O)c23)cc1 | -27% | -10% | 25 | 2% | 3% | -6%
C/C(=N\NC(=S)NC1CCCCC1)c1cccs1 | -23%[2.29 µM] | 2% | -40 | 6% | 4% | 44%[activator]
Cc1nc(N)c(S(=O)(=O)c2ccccc2)c(Nc2ccc(Br)cc2)n1 | . | . | -34 | 2% | -2% | .
O=C(c1cccs1)N1CCN(Cc2ccccc2[N+](=O)[O-])CC1 | -7% | ? | 72 | -6% | -3% | -16%
Cc1cccc2c(CCN)c[nH]c12 | -11% | -7% | 29 | 2% | 2% | 0%
Cc1ccccc1NC(=O)c1sc(NC(=O)C2CC2)nc1C | -38% | -6% | 37 | -15% | -23% | 4%
COc1ccc(C(=O)/C=C/Nc2c(C)n(C)n(-c3ccccc3)c2=O)cc1OC | 165%[activator] | -11% | 1 | ? | ? | 9%
CC(C)Cc1nc(SCc2cccnc2)c2c(=O)n(C)c(=O)n(C)c2n1 | 3% | 10% | ? | -5% | 2% | 0%
CCOc1ccccc1C(=O)OC(C)C(=O)Nc1ccc(S(=O)(=O)N2CCCC2)cc1 (stereo not drawn) | -6% | . | 51 | -2% | -10% | -5%
CC1(C)CC(N=c2cc(-c3ccccc3)oc3ccc(Cl)cc23)CC(C)(C)N1 | 232%[activator] | 11% | -99* | -3% | -1% | -10%
O=c1[nH]c(CSc2ccccn2)nc2c1oc1ccccc12 | -9% | -8% | -23 | 4% | -2% | -2%
CCC(C)NC(=O)N[C@@H](CCSC)C(=O)O (stereo partly drawn) | -18% | -4% | -17 | -18% | 10% | 4%
O=C(NC1CC(=O)N(c2ccc(Cl)cc2)C1)C1CC1 (stereo not drawn) | ? | . | -34 | ? | 2% | 16%
CCCn1c(CCc2ccccc2)n[nH]c1=S | -11% | 2% | ? | 2% | 17% | 78%[activator]
COCCNC(=S)NNc1cccc(C(=O)O)c1 | -20% | 8.9µM* | -3 | -2% | 0% | 119%[activator]
CN(C)c1ccc(C(C(=O)NCc2ccccc2)N(Cc2ccco2)C(=O)c2snc(C(N)=O)c2N)cc1 (stereo not drawn) | -51% | 6% | -76* | -14% | 5% | -25%
Cc1ccc(NC(=O)c2cc(S(=O)(=O)N3CCc4ccccc43)cn2C)cc1C | -10% | 5% | 14 | 9% | 15% | -8%
O=C(O)c1ccc2c(c1)-c1nc3ccccc3n1C2=O | 1% | -14% | -12 | -9% | 0% | -9%
CC(=O)C[C@@H](O)CC(=O)[C@H]1OC(=O)CCCCCc2ccccc21 | -26% | . | 19 | . | . | -1%
O=C(Nc1ccc(F)c(F)c1)C1=COCCO1 | -9% | . | -19 | ? | 1% | -2%
COc1ccc(CCNC(=O)Cn2c(=O)c3cccn3c3cccnc32)c(OC)c1OC | -8% | . | -12 | 2% | -13% | 3%
Cc1ccnn2cc3c(=O)n(C)c(=O)n(C)c3c12 | -11% | . | . | -5% | -2% | .
CN1C(CC(=O)Nc2ccc(Cl)cc2Cl)c2ccccc2CC1(C)C (stereo not drawn) | -5% | -14% | 33 | -14% | -27% | -22%
C=CCNC(=O)/C(C#N)=C/c1c(N2CCN(c3cccc(Cl)c3)CC2)nc2c(C)cccn2c1=O | 1% | 7% | -9 | 3% | 0% | -26%
COc1ccc(NC(=O)CC(c2ccc(F)cc2)c2ccc(OC)cc2)cc1 (stereo not drawn) | -34% | 2% | 7 | -13% | -13% | 1%[2.32 µM]
c1ccc(-c2nn3cnnc3c3ccccc23)cc1 | -22% | 9% | 5 | 12% | 0% | 2%
Cc1ccc(C)c(N(C(=O)Cn2nnc(-c3cccs3)n2)C(C(=O)NC2CCCC2)c2ccncc2)c1 (stereo not drawn) | -2% | 2% | 10 | ? | -2% | -7%
COc1ccc(NC(=O)C(C)N2CCN(C)CC2)cc1 (stereo not drawn) | -8% | ? | 1 | -14% | -21% | -29%
CCn1c(=O)c(C(=O)NCc2ccc3c(c2)OCO3)c(O)c2ccccc21 | -12% | -5% | -18 | ? | -30% | 31%[activator]
COc1cc(C2c3sc(=O)[nH]c3SC3C(=O)N(c4ccc(Br)cc4)C(=O)C32)ccc1O (stereo not drawn) | 10µM* | -10% | -12 | 1% | -33% | 51%[activator]
COc1ccc(C(=O)NC(C)c2nnc(SCC(=O)NC3=NCCS3)n2C)cc1 (stereo not drawn) | -25% | -10% | 8 | 0% | 10% | -3%
CCn1c2ccccc2c2cc(NC(=O)COc3cc(C)c(Cl)c(C)c3)ccc21 | . | . | -3 | 34%[activator] | 6% | .
CC1(C(=O)NC2CCCCC2)CCC(=O)N1Cc1ccc2c(c1)OCO2 (stereo not drawn) | -1% | 6% | 7 | 4% | 11% | 17%
CC(C)C[C@H](NC(=O)c1nc[nH]c1C(=O)N1CCN(c2ccccc2)CC1)C(=O)OCc1ccccc1 | 89%[activator] | -1% | -16 | -2% | -23% | 94%[activator]
COc1ccc(COC(=O)c2ccc(S(=O)(=O)N3CCCCC3)cc2)cc1OC | 2% | . | -29 | -3% | -6% | 4%[11.6 µM]
CCCCOCCCNC(=O)c1ccc(OCC)cc1 | 20% | -1% | -29 | -14% | -6% | 15%
CCOC(=O)C(O)(CC(=O)Nc1cc(F)ccc1C)C(F)(F)F (stereo not drawn) | -11% | 3% | -6 | ? | -6% | -17%
NC(=O)C1CCCN(S(=O)(=O)c2ccccc2)C1 (stereo not drawn) | -10% | -1% | -26 | ? | 0% | -3%
CC(NCC(=O)NCCc1ccc(S(N)(=O)=O)cc1)c1ccc(F)cc1 (stereo not drawn) | 0% | . | -30 | -6% | -31% | 11%
CCONC(=O)Nc1ccccc1[N+](=O)[O-] | -19% | 5% | -18 | -6% | -9% | -9%[11.6 µM]
CC(=O)N1CCc2cc(S(=O)(=O)NC(Cc3ccccc3)C(=O)NC3CCCCCC3)ccc21 (stereo not drawn) | -31% | -2% | -29 | ? | -4% | -4%
Cc1ccc(CNC(=O)c2cc(-c3ccc(C)c(C)c3)nc3ccccc23)cc1 | . | . | 7 | 5% | 8% | .
COc1cccc(/C=C/C(=O)Nc2cc(S(=O)(=O)N3CCOCC3)ccc2OC)c1 | -5% | . | -9 | ? | 4% | 0%
N#CCN1C(=S)N=C(Nc2cccc(Cl)c2)C12CCCCC2 | -14% | 2% | -2 | -2% | 1% | -6%
CC1CCCN(C(=O)c2ccc3c(=O)n(Cc4ccc5c(c4)OCO5)c(=S)[nH]c3c2)C1 (stereo not drawn) | -10% | -8% | -87* | ? | 2% | 45%[activator]
CC(=O)N1c2ccc(S(=O)(=O)NCC3CCC(C(=O)Nc4cccc(C)c4C)CC3)cc2CC1C (stereo not drawn) | . | . | 13 | 22% | 6% | .
Cc1cccc(NC(=O)Cn2c(=O)oc3cc(S(=O)(=O)NCc4ccccc4)ccc32)c1 | . | . | 17 | 20% | 2% | .
Cn1cc(-c2nnc(-c3ccccc3)o2)c2ccccc21 | -3% | 2% | 294 | -4% | 1% | -19%
COC(=O)c1cc(C(=O)Nc2cc(C)on2)cc([N+](=O)[O-])c1 | -13% | 0% | -4 | -20% | -7% | 1%
C=CCOc1c(Cl)cc(C(=S)N2CCCC2)cc1OCC | 11% | -9% | -76* | 7% | -1% | -22%
Cc1sc2nc(SCC(=O)NCc3ccco3)n(Cc3ccccc3)c(=O)c2c1C | -56% | 0% | -15 | -2% | ? | -3%
COc1ccc(CNC(=O)c2nn(-c3ccccc3)cc2OC)cc1 | -7% | -12% | 64 | ? | 0% | -5%
CN(Cc1ccn[nH]1)C(=O)C1CCC(=O)N(Cc2cccc(C(F)(F)F)c2)C1 (stereo not drawn) | -6% | . | -11 | -4% | 1% | 9%
O=C1CC(c2nnc(Cc3ccc(F)cc3)o2)CN1c1ccccc1 (stereo not drawn) | . | . | -14 | 1% | 3% | .
Cc1nc2ccccc2nc1SCC(=O)N1CCC(C)CC1 | 101%[activator] | 11% | -36 | ? | 0% | 2%
CNC(=O)CSc1nnc(-c2ccccn2)n1Cc1ccco1 | 1% | 1% | 0 | -3% | 1% | -11%
COc1cc2nc(N(CCN(C)C)C(=O)c3ccc4ccccc4c3)sc2cc1OC | 104%[activator] | -18% | . | 2% | 15% | 0%
COc1ccc(CCNC(=O)CSc2nnnn2C)cc1OC | -1% | 4% | -14 | 10% | 4% | 13%

Other entries.
SMILES | AmpC no deterg | Giardia FBPA inh | HCMV antiviral | AmpC inh detg | Sm TGR block | AMA1-RON2 inh
CCOC(=O)c1sc(=NC(=O)c2ccc(S(=O)(=O)N3CC(C)OC(C)C3)cc2)n(C)c1C (stereo not drawn) | -10% | 2% | -23 | -1% | 4% | 3%
CN1CCc2c(sc(NC(=O)c3ccc(C(=O)c4ccccc4)cc3)c2C(N)=O)C1 | 38% | -2% | -3 | ? | 4% | -9%
N#Cc1c(N)[nH]c(=S)c(C#N)c1-c1ccccc1 | -13% | ? | 46 | -10% | ? | 49%[activator]
O=C(Nc1cc(S(=O)(=O)N2CCOCC2)ccc1N1CCOCC1)c1ccc([N+](=O)[O-])s1 | -17% | . | ? | . | . | 3%
CC(Oc1ccc(Cl)cc1Cl)C(=O)NC(=S)N1CCc2ccccc21 (stereo not drawn) | -12% | 21% | 2 | 2% | 2% | 27%[2.32 µM]
CC(=O)OC(C(=O)NC1CCCCC1)c1ccc(Cl)cc1 (stereo not drawn) | 3% | 4% | 5 | -5% | 5% | 14%
O=C(CSc1nnc(-c2cnccn2)n1Cc1ccco1)c1ccc(Cl)cc1 | 8% | -4% | -2 | -9% | 10µM* | ?
O=C(NC1CC2CCC1C2)C1CCN(S(=O)(=O)c2ccc(-c3nn[nH]n3)cc2)CC1 (stereo not drawn) | -13% | 13% | -23 | -13% | 0% | 2%
